RAD52 anneal inh – RAD52 (human) annealing inhibition; P43351; recombinant RAD52 DNA annealing, FRET fluorescence; inhibition, % at 18.7 µM; 0.46% of 360,000 active;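 active means every replicate showing at least 50% inhibition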
Target sequence (P43351 whole entry, looked up): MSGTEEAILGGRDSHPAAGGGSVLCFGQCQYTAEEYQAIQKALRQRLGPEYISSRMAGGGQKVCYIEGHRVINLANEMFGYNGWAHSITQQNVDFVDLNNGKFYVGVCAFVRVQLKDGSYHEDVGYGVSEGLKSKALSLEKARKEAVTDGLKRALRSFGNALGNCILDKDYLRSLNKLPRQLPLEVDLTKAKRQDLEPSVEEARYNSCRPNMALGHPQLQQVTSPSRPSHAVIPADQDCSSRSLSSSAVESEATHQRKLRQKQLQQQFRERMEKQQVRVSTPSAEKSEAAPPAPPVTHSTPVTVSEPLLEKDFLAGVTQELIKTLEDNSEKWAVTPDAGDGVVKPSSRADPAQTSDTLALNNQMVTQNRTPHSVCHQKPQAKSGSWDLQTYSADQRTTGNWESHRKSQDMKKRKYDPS
XiGFP reactiv – reactivates the inactive X chromosome in mouse fibroblasts; XiGFP mouse fibroblasts, % GFP-positive cells imaging, 3 d; cells co-treated with 5-aza-dC sensitizer; scaled so ellipticine positive control = 100%; activation, % at 7.58 µM; 0.055% of 360,000 active;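 active means mean normalized replicate activation at least 10% and every replicate at or above 10%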;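 further: 0% = median of on-plate neutral control wells and 100% = ellipticine 6 µM median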
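System: 68-5-11 XiGFP fibroblast line | Buffer or medium: DMEM containing 5-aza-dC | Compound: Single point | Times: Compounds 3 days, fix/stain 15 min at room temperature | Benchmarks: Positive control ellipticine, 6 µM final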
S100A4 inh HTS – S100A4-myosin IIA interaction inhibition; S100A4/TAMRA-MyoIIA peptide fluorescence polarization; inhibition, % at 10.7 µM; 0.14% of 360,000 active;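 active means mean inhibition of at least 70% across replicates, with every replicate also reaching that level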
Target sequence (P26447 whole entry, looked up): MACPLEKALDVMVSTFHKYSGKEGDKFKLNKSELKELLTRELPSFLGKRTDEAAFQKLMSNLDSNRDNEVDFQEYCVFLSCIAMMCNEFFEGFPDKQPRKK
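Test system: S100A4 monomer protein; Medium: HEPES pH 7.2 with CaCl2, KCl, NaCl, DTT, Triton; Probe or stimulus: TAMRA-labelled myosin IIA heavy-chain peptide probe, 5 nM; Doses: one dose per compound; Times: polarization read 5 min after assay mix addition, stable 5–60 min; Benchmarks: neutral control DMSO, positive control TFP.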
E-selectin induc – E-selectin induction on HUVECs; activation, % at 7.58 µM; HUVEC E-selectin immunofluorescence imaging; normalized: neutral wells 0, TNF-alpha wells 100; P16581; 0.37% of 260,000 active;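 active means mean E-selectin-positive cell signal at least 10% of the positive control, reached in at least 60% of replicates, without over 20% cell loss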;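 further: in these data hits start at about 27%; measured in HUVEC primary endothelial cells; signal is the percent of cells scored E-selectin positive by PE staining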
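Assay system: HUVEC primary endothelial cells. Input: 3,000 HUVEC seeded per well. Doses: one compound dose added by pin transfer. Read-out basis: % PE-positive cells. Benchmarks: TNF-alpha high, DMSO low. Detection: immunofluorescence imaging. Buffer or medium: EGM-2, gelatin.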
esBAF inh – inhibitors of esBAF chromatin remodeling in mouse ES cells | Bmi1-luciferase knock-in reporter, 24 h; 100% = twice the neutral-well signal | reporter increase, % at 12.5 µM | 2% of 350,000 active | AID 602393; in the data active means activation above about 40%;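 further: 0% = median of the plate's neutral control wells and 100% = double that signal; a rise in the Bmi1 reporter signal indicates esBAF inhibition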
FN deposit inh – fibronectin deposition inhibition; AH1F fibroblasts, Alexa488-fibronectin deposition fluorescence, overnight; inhibition, % at 12.6 µM; 0.086% of 350,000 active;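 active means mean inhibition across replicates of 30% or more, regardless of how many single replicates reach that level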;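 further: positive control wells lacked labelled fibronectin entirely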
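Material: AH1F fibroblasts assembling fluorescent fibronectin matrix; amount: 10000 AH1F cells/well; medium: DMEM, 2% serum; reagent: Alexa488-fibronectin, 24 nM final in well; dosing: single compound dose, delivered by pin transfer; incubation: 1 h adhesion, overnight exposure; detection: fluorescence after three HBSS washes, excitation 485 nm, emission 525 nm; measure: fibronectin deposition inhibition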
EWS-Fli block – blocks EWS/Fli oncoprotein-driven transcription. A673 NR0B1-luciferase reporter, viability-normalised. inhibition, % at 12.6 µM. 0.67% of 350,000 active. AID 651661;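 active means mean inhibition of at least 50% after viability correction, with every replicate also passing that limit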;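 further: firefly luciferase signal divided by Alamar Blue viability fluorescence both relative to DMSO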
RAD54 branch – blocks human RAD54 Holliday junction branch migration | FAM/BHQ fluorescence | 0.14% of 360,000 active | Q92698 | AID 602329 | inhibition, % at 10.4 µM;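 active means mean normalized replicate activity at least 40 and at least half of replicates scoring 40 or more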;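 further: 0% = median of neutral control wells and 100% = median of positive control wells; inhibitors cause a drop in the FAM fluorescence signal; in these data hits start at about 50%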
* marks the source's active call; other numbers are inactive results; x = no result given.

SMILES	RAD52 anneal inh	XiGFP reactiv	S100A4 inh HTS	E-selectin induc	esBAF inh	FN deposit inh	EWS-Fli block	RAD54 branch
N#CCCN1CCN(S(=O)(=O)c2ccc(S(=O)(=O)N3CCCCCC3)cc2)CC1	-9	0.1	5	x	-2	-4	-4	-5
COC(=O)c1ccc(Oc2nc(SC)nc(N(C)C)n2)cc1	-6	0.1	-3	-0.2	x	-1	-4	0
COc1ccc(NC(=O)Nc2ccc3c(c2)[C@@H]2C[C@H](CC(=O)N[C@@H](C)c4ccccc4)O[C@@H](CO)[C@@H]2O3)cc1	-14	0.1	-16	0.5	-1	-3	0	4
CC1Nc2ncnc(N3CCN(c4ccccc4)CC3)c2N(Cc2ccc(Cl)cc2)C1=O (stereo not given)	-60	0.0	-3	0.3	-6	7	-1	-8
COc1cc([N+](=O)[O-])cc2sc(NC(C)=O)nc12	-6	0.0	6	8.7	x	0	2	x
CCCCNC(=O)CSc1nc2ccsc2c(=O)n1CCCC(=O)NCCc1ccc(S(N)(=O)=O)cc1	-8	0.2	6	0.4	2	1	-5	5
CCOc1ccc(CCNC(=O)c2ccc(CS(=O)Cc3ccccc3Cl)o2)cc1 (stereo not given)	0	0.0	-1	x	16	0	-7	-16
COc1ccc(CN2CCN(CCCc3ccccc3)C(CCO)C2)cc1OC (stereo not given)	-10	-0.1	3	x	4	-8	18	0
COc1cc(/C=C(\C(=O)O)c2ccc(S(=O)(=O)N3CCCC3)s2)ccc1OCCC(C)C	-40	0.2	-20	x	7	-5	2	-12
CC(=O)O[C@@]1(C)C[C@@H](O)[C@]2(O)C=CO[C@@H](O[C@@H]3O[C@H](CO)[C@@H](O)[C@H](O)[C@H]3O)[C@@H]21	-12	0.1	-2	-0.4	0	-1	11	-1
Cc1ccccc1NC(=O)C1C2C=CC(C3CC23)C1C(=O)O (stereo not given)	-17	0.0	0	x	x	-15	-1	x
COc1ccc(Nc2ccc(S(=O)(=O)N3CCCCC3)cc2[N+](=O)[O-])cc1Cl	-6	-0.1	-3	x	7	2	-2	4
Cc1ccc(C(=O)COC(=O)CNC(=O)c2ccc(Br)o2)cc1[N+](=O)[O-]	0	0.1	-1	x	x	-3	-6	2
CC1C(=O)N2CCCc3cc(S(=O)(=O)N(C)CCC#N)cc1c32 (stereo not given)	-11	0.0	-2	x	0	1	0	-6
COc1ccc(/[N+]([O-])=C/c2ccoc2)cc1	2	0.1	1	-0.1	80*	15	-57	-9
COc1ccc(CN(C)C[C@@H]2OCCCC[C@H](C)Oc3ccc(NC(=O)Nc4ccccc4)cc3C(=O)N([C@H](C)CO)C[C@H]2C)cc1	x	0.2	x	-0.2	0	9	-10	11
Cc1nn(-c2ccccc2)c(NC(=O)C(C)C)c(-c2ccccc2)c1=O	2	0.0	-2	x	x	4	-8	6
COc1ccc(-c2cc3c(=O)n(CC(=O)N4CCCCC4)ncn3n2)cc1	4	0.0	0	2.1	22	5	x	-1
COc1cc(-c2noc(CCCC(=O)Nc3cccnc3)n2)cc(OC)c1OC	-8	0.2	-9	0.6	x	-1	4	x
CC(C)(C)NC(=O)CN(C(=O)CCC(=O)Nc1nccs1)c1ccc2c(c1)OCCO2	-5	0.4	-2	x	2	5	1	-2
COc1ccccc1N(C)c1cc2c(c3c1ccn3C)C1CCC2C1 (stereo not given)	-5	12*	-4	0.0	16	1	30	3
CC(C)C(OC(=O)c1cccs1)C(=O)NCc1ccccc1 (stereo not given)	-4	-0.1	-1	x	x	14	5	x
COc1ccc(S(=O)(=O)N(C)c2ccc(C(=O)NCc3ccccn3)cc2)cc1OC	0	0.0	-1	-0.1	7	8	-1	-5
O=C(c1ccc(Cl)c(S(=O)(=O)N2CCCCC2)c1)N1CCCCCC1	6	-0.2	12	0.0	2	x	16	4
COc1ccc(/C=N/NC(=O)c2ccco2)cc1Cn1nc(C)cc1C	-29	0.0	-9	-1.6	x	5	3	x
Continued:
SMILES	RAD52 anneal inh	XiGFP reactiv	S100A4 inh HTS	E-selectin induc	esBAF inh	FN deposit inh	EWS-Fli block	RAD54 branch
Cc1cccc(C)c1NC(=O)CNC(=O)C(C)N1CCCCC1 (stereo not given)	0	-0.1	-1	x	-1	-4	-13	1
C[C@@H]1CN([C@@H](C)CO)C(=O)c2cc(N(C)C)ccc2O[C@H]1CN(C)Cc1ccc2c(c1)OCO2	-11	-0.8	19	-1.7	0	-3	0	2
Cc1ccccc1CNc1ccc(C(CC(N)=O)NC(=O)c2ccccc2)cc1[N+](=O)[O-] (stereo not given)	-73	0.1	1	0.1	6	8	19	-8
COC(=O)c1cccc(Nc2cc(C)n(-c3cccc(C(=O)OC)c3)c(=O)c2)c1	-10	0.6	-21	0.5	x	2	-18	x
C/C=C/c1cnc2c(c1)C(=O)N([C@H](C)CO)C[C@@H](C)[C@H](CN(C)Cc1ccc3c(c1)OCO3)O2	x	-1.4	x	0.8	1	6	5	x
COc1ccccc1NC(=O)CN1C(=O)COc2ccc(S(=O)(=O)N3CCCCCC3)cc21	-7	0.0	5	x	4	-2	5	0
CCCC(=O)Nc1ccc(Cl)c(NC(=S)NC(=O)C(C)C)c1	-1	0.1	-8	x	x	-8	-7	x
COC(=O)C[C@H](NC(=O)Cn1cnc2c(SC)nc(N)nc21)C(=O)OC	1	0.0	-3	1.3	-13	-2	-7	0
COc1cccc(C#Cc2ccc([C@H]3[C@@H](CO)N4C(=O)CN(C(=O)Cc5ccccc5)C[C@H]34)cc2)c1	-20	0.0	7	-0.2	x	x	3	x
CC(C(=O)Nc1ccc(F)c(F)c1F)N(C)CCOc1ccccc1 (stereo not given)	-8	0.3	4	x	0	-13	4	-9
C[C@@H]1CN([C@H](C)CO)C(=O)c2cc(NC(=O)Nc3cccc4ccccc34)ccc2O[C@@H]1CN(C)Cc1ccc(Oc2ccccc2)cc1	-22	0.1	0	x	-5	x	13	-6
CC[C@]12c3[nH]c4ccccc4c3CCN1C(=O)C(CC(=O)NCCCn1ccnc1)C[C@@H]2C(=O)N1CCN(C(=O)C2CC2)CC1 (stereo not given in full)	0	0.1	-2	-0.2	2	7	-3	0
CCCCCCCCCCCCOC1OC(CO)C(O)C(O)C1NC(C)=O (stereo not given)	6	0.0	-4	x	x	1	-5	-1
CC=Cc1ccc2n(c1=O)C[C@H]1[C@H](CO)[C@@H](C(=O)NCC3CCCCC3)[C@@H]2N1C(=O)CC (mixture of isomers)	-1	-0.1	0	-0.1	0	x	2	-11
CCOC(=O)c1sc(N)c(C#N)c1COC(=O)C1=COCCO1	-8	0.0	-2	x	1	8	1	-21
S=c1[nH]nc(-c2cccnc2)n1/N=C/C(Cl)=C\c1ccccc1	9	0.1	3	x	x	7	-51	6
COc1cc(OC)c(NC(C)C(=O)NCc2ccccc2)cc1Cl (stereo not given)	-9	0.0	-2	0.9	-7	-6	-5	x
CO[C@H]1CN(C)C(=O)c2ccc(NC(=O)Nc3ccccc3F)cc2OC[C@@H](C)N(Cc2ccccc2C(=O)O)C[C@@H]1C	15	-0.2	1	-0.5	0	2	-13	5
Cc1ccccc1C(=O)Nc1ccc(-c2nnc(SC(C)C(=O)O)n2C)cc1 (stereo not given)	-5	-0.1	-4	x	x	-2	1	-6
COc1cccc(Oc2ccc(C(F)(F)F)cc2NC(=O)CN2C(=O)NC3(CCCC3)C2=O)c1	3	-0.7	-1	16	-8	-1	9	3
CN(C)CC(=O)Nc1ccc2c(c1)[C@H]1C[C@H](CC(=O)NC3CCCC3)O[C@H](CO)[C@H]1O2	0	0.3	11	-0.1	4	12	4	-5
C/C(=N/NC(=O)c1ccncc1)c1ccc2c(c1)OCO2	-3	0.0	-3	-0.2	0	2	-15	-2
CO[C@@H]1CN(C)C(=O)c2cc(NC(=O)Nc3c(C)noc3C)ccc2OC[C@H](C)N(C)C[C@H]1C	-2	0.2	-8	0.0	-3	-10	-7	2
CCOC(=O)N1CCC(N2Cc3cccc(C(=O)Nc4ccc(OCC)cc4)c3C2=O)CC1	-7	0.8	-5	0.2	8	-4	x	-7
O=C(c1ccc(CNS(=O)(=O)c2cccc(Cl)c2)cc1)N1CCCCC1	-14	1.7	-4	x	3	4	-16	-11

Looked up above:
Reading for `CN(C)CC(=O)Nc1ccc2c(c1)[C@H]1C[C@H](CC(=O)NC3CCCC3)O[C@H](CO)[C@H]1O2` in RAD52 anneal inh: 0
Reading for `CCOC(=O)c1sc(N)c(C#N)c1COC(=O)C1=COCCO1` in XiGFP reactiv: 0.0
Reading for `COc1ccccc1NC(=O)CN1C(=O)COc2ccc(S(=O)(=O)N3CCCCCC3)cc21` in RAD54 branch: 0
Reading for `Cc1ccccc1C(=O)Nc1ccc(-c2nnc(SC(C)C(=O)O)n2C)cc1` (stereo not given) in FN deposit inh: -2
Reading for `CCCCCCCCCCCCOC1OC(CO)C(O)C(O)C1NC(C)=O` (stereo not given) in EWS-Fli block: -5
Reading for `COC(=O)c1cccc(Nc2cc(C)n(-c3cccc(C(=O)OC)c3)c(=O)c2)c1` in EWS-Fli block: -18

More entries follow:
SMILES	RAD52 anneal inh	XiGFP reactiv	S100A4 inh HTS	E-selectin induc	esBAF inh	FN deposit inh	EWS-Fli block	RAD54 branch
NS(=O)(=O)c1ccc(CCNC(=O)COC(=O)/C=C/c2ccc(Cl)cc2)cc1	-7	0.2	-3	0.7	x	-3	4	x
COc1ccc(OC)c(N/C(=N/c2nc(C)cc(C)n2)NC(C)=O)c1	1	0.1	-4	6.1	-3	4	-1	x
COc1ccc(/C=N/N2CCOCC2)cc1OCc1ccccc1	-6	0.0	1	x	-8	-17	-3	2
O=[N+]([O-])c1ccc2[nH]c(=S)[nH]c2c1	-7	0.0	3	0.1	-7	-1	0	4
CCOC(=O)CN1CCCc2nc(-c3ccc(OC)cc3)ccc21	-31	0.7	0	-0.2	x	2	-87	x
Cc1ccc(C2C(C#N)=C(N)OC3=C2C(=O)CCC3)s1 (stereo not given)	-20	0.0	-4	x	-1	-31	3	-4
CCOc1ccc(C(CC(=O)O)NC(=O)C23CC4CC(CC(C4)C2)C3)cc1OC (stereo not given)	-9	0.0	-4	3.6	x	-4	-6	x
COc1ccccc1CN1CCNC(=O)C1CC(=O)NCCCn1cccn1 (stereo not given)	-10	0.2	5	x	x	x	5	x
CCc1ccc(NC(=O)[C@H](C)NC(=O)C2CCN(C(=O)[C@@H](N)CC(C)C)CC2)cc1	-12	0.0	-1	-0.1	0	4	11	1
CCCN1[C@H](C(=O)NC2Cc3ccccc3C2)[C@@H](CO)[C@@H]2Cn3c(ccc(C4=CCCCC4)c3=O)[C@@H]21	-33	0.6	-23	-0.6	1	x	17	-11
CC(Sc1nccn1C)C(=O)Nc1ccc(C(N)=O)cc1 (stereo not given)	3	0.0	-4	x	x	9	-1	2
CC(=O)N1CC2(C1)[C@H](c1ccc(-c3cccc(F)c3)cc1)[C@@H](CO)N2CC1CC1	1	0.1	0	0.3	x	1	-1	x

Arranged by count of non-hydrogen atoms (smallest number first): part of the list above
SMILES	RAD52 anneal inh	XiGFP reactiv	S100A4 inh HTS	E-selectin induc	esBAF inh	FN deposit inh	EWS-Fli block	RAD54 branch
CCOC(=O)CN1CCCc2nc(-c3ccc(OC)cc3)ccc21	-31	0.7	0	-0.2	x	2	-87	x
COc1ccccc1CN1CCNC(=O)C1CC(=O)NCCCn1cccn1 (stereo not given)	-10	0.2	5	x	x	x	5	x
CCOc1ccc(C(CC(=O)O)NC(=O)C23CC4CC(CC(C4)C2)C3)cc1OC (stereo not given)	-9	0.0	-4	3.6	x	-4	-6	x
